Vif-A3G inh: Vif-A3G binding inhibition; Q9HC16; HeLa A3G-eYFP + Vif (tagged APOBEC3G with the HIV-1 protein that degrades it), YFP fluorescence, overnight; Potency, µM (highest dose often 46.1 µM), inactives show at the highest dose activity, negative = active, usual class: inhibitors; hit rate 0.076% among 410,000;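 further: potency means the concentration at half of the fitted maximal effect; on the % scale 0 is the no-effect control and ±100 the full control effect; nearly all actives have a fitted effect of over 60% in size; hits raise eYFP signal because A3G escapes Vif-driven loss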
Target sequence (Q9HC16 whole entry, looked up): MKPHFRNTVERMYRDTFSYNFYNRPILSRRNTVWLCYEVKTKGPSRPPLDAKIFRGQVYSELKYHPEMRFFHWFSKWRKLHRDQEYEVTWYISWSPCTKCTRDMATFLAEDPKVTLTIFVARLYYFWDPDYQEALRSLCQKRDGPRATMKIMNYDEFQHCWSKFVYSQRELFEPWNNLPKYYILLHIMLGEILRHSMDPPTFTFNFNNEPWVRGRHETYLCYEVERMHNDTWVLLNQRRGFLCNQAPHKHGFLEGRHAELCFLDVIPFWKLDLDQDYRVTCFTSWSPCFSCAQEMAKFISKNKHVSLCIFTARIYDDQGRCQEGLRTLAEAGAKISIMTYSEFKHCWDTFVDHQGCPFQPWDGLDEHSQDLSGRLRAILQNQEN
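Read-out is eYFP fluorescence (Ex 488/Em 500-530) from Vif-expressing HeLa A3G-eYFP cells; more signal means A3G escaped Vif-mediated degradation. Cells plated overnight, compound pinned in, incubated overnight at 37 deg C.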
Vif-APOBEC3F blk: inhibitors of Vif-A3F interaction; HeLa A3F-eYFP + Vif (tagged APOBEC3F with the HIV-1 protein that degrades it), YFP fluorescence increase; hit rate 0.2% among 390,000; Potency, µM (titrated, usually from 46.1 µM), for the others: top-dose activity, negative = active; further: potency means the concentration at half of the fitted maximal effect; % of control where 0% means no effect; nearly all actives have a fitted effect of over 65% in size
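Fluorescence increase (Ex 488/Em 500-530) after overnight compound treatment at 37 deg C flags inhibition of Vif-driven A3F-eYFP loss in stable HeLa A3F-eYFP/Vif cells seeded overnight beforehand.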
ERG Ets-DNA blk: ERG Ets/DNA interaction inhibition | fluorescence polarization, His-ERG Ets domain / labelled DNA | Potency, µM (titrated, usually from 76.9 µM), for inactives: at the top dose FP activity, negative = inhibition, actives largely listed as inhibitors | hit rate 0.028% among 370,000 | AID 624246; active means well fitted inhibition curve with a large enough effect in the polarisation, with a control signal flat; inconclusive means small, poorly fitted or top-dose-only effect, or effect the other way, or a change in a side signal; inactive means no such curve, though single readings can be large or run the other way; the % refers to the polarisation;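 further: polarization taken with two DNA probes labelled with fluorescein and Texas red; potency means the concentration at half of the fitted maximal effect; % of control where 0% means no effect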
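His-tagged ERG Ets domain (1 uM in the protein solution; 300mM KCl, 50mM Tris-HCl, 1mM EDTA, 1mM DTT, pH 7.5) received compound, then a probe mix of 5 nM fluorescein-DNA and 100nM Texas-615-DNA. Fluorescence polarization was read for both dyes.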
RGS4 inhibitor: inhibitors of human regulator of G protein signaling 4. P49798. Transcreener GDP fluorescence polarization, RGS4-accelerated GTP hydrolysis. Potency, µM (highest dose often 114 µM), for inactives: at the top dose activity change, negative = inhibition, hits mostly inhibitors. hit rate 0.039% among 390,000. AID 504845; further: potency means the concentration at half of the fitted maximal effect; on the % scale 0 is the no-effect control and ±100 the full control effect; nearly all actives have a fitted effect of over 75% in size; some results filed as inactive show a strong effect at the top dose
Target sequence (P49798 whole entry, looked up): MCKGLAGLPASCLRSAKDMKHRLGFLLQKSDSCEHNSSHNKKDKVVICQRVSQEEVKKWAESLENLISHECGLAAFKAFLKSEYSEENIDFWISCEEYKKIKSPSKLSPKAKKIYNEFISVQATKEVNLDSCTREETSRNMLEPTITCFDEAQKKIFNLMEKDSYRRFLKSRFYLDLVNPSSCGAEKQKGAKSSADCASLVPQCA
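MLSMR compounds (23 nl, pin-transferred) preincubated 10 min at room temperature with a 500nM (2x) first reagent, then RGS4 at 900nM (2x) plus Transcreener GDP mix added; fluorescence polarization (620/688 nm) read before and after 90 min at 30 °C.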
D2 agonist: agonists of human D2 dopamine receptor; hit rate 0.53% among 340,000; P14416; activation, % at 2 µM; AID 485358; HEK293 T-REx D2 cells, calcium flux agonist mode;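 active means activation over 3 SD above normal in the single-dose calcium agonist read, cut at about 30% in these data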; further: 0% is about no effect
Target sequence (P14416 whole entry, looked up): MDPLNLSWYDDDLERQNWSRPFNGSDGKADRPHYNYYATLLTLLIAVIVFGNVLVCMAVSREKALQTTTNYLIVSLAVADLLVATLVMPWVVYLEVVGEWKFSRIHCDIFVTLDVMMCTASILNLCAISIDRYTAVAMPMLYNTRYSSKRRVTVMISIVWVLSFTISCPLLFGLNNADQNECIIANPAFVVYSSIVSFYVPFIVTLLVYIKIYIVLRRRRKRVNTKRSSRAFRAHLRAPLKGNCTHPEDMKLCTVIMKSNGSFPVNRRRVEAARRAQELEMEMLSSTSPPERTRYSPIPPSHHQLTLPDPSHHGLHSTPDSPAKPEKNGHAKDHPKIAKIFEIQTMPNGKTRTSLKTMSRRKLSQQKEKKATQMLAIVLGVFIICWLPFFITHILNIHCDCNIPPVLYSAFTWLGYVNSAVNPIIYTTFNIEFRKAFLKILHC
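Agonism is scored from calcium flux in a force-coupled, inducible HEK293 cell line expressing D2, read kinetically for 180 s after compound addition against dopamine controls.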
LDHA block: blocks human lactate dehydrogenase A; purified LDHA, NADH/diaphorase-resazurin fluorescence; hits give low values; P00338; activity change, % (values are at about 110 or 230 µM); hit rate 0.15% among 480,000; in the data active means activity change below about -30%; inconclusive means mostly about -25% to -30%;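 further: plate controls were DMSO wells for no effect and wells without enzyme for full effect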
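LDH5 2 nM; NADH 0.06 mM, pyruvate 0.2 mM; 200 mM Tris pH 7.4, EDTA, Tween-20; 5 min RT. Detection: diaphorase 0.133 mg/mL + resazurin 37 µM, fluorescence ex540/em590 at 0 and 20 min; normalized to enzyme-free and DMSO wells.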
D2 antag: antagonizes the human D2 dopamine receptor; P14416; HEK293 TREx D2 cells, calcium flux, dopamine EC80; inhibition, % at 10 µM; hit rate 2% among 340,000; in the data active means inhibition above about 30%; further: 0% is about no effect
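Read-out: kinetic calcium fluorescence (1 cycle/s) in inducible HEK293 T-REx D2 cells after an EC80 dopamine addition that followed 180 s compound preincubation. Loss of the dopamine response indicates antagonism.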
GRP78 ERSR act: induces the endoplasmic reticulum stress response in human glioma cells | U87-MG GRP78 promoter luciferase reporter, 16 h | Potency, µM, without a hit: at the highest dose activation, actives largely listed as activators | hit rate 0.02% among 420,000; further: potency means the concentration at half of the fitted maximal effect; series mostly up to about 76 µM; % of control where 0% means no effect; nearly all actives have a fitted effect of over 35% in size
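Stably transfected U87-MG human glioma cells carrying a GRP78-based luminescent sensor were seeded at 1000 cells/well, pin-dosed with compounds and incubated 16 h. Luciferase reagent was then added, and end-point luminescence was read after 10 min at room temperature.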
12-LOX inh: ALOX12 (human) lipoxygenase inhibition; hit rate 1.1% among 580,000; AID 1671190; purified 12hLO, xylenol orange hydroperoxide absorbance; Potency, µM (doses to about 108 µM), for the others: at the top dose activity change, negative = inhibition, usual class: inhibitors; further: potency means the concentration at half of the fitted maximal effect; on the % scale 0 is the no-effect control and ±100 the full control effect
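Purified human 12hLO at 150 nM in 25 mM Hepes, 0.01% Triton X-100, pH 7.0, preincubated 15 min at room temperature with compound. Reaction started with 40 uM arachidonic acid, 30 min at room temperature. Hydroperoxide measured by Fe-xylenol orange, 573/405 nm absorbance ratio.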
The depositor's hits bear a star; i = inactive; ? = inconclusive; nt = no result given; & = joins results of further samples; [ ] = remark or other dose. Unless noted, the call rests on the fitted dose curve; in most records, active means well fitted curve in the direction sought with a large enough effect; inconclusive means small, poorly fitted or top-dose-only effect, or another doubt; inactive means no such curve, though single readings can be large; an effect the other way counts as inactive or inconclusive.

Sequence of screens: Vif-A3G inh, Vif-APOBEC3F blk, ERG Ets-DNA blk, RGS4 inhibitor, D2 agonist, LDHA block, D2 antag, GRP78 ERSR act, 12-LOX inh
> COc1ccc(OC)c(C2=Nn3c(nnc3-c3cc(C)[nH]n3)SC2)c1
→ -7%, 4%, 12%, -4%, -1.8, -2, 7, 1%, 4%
> COc1ccc(/C=N/NC(=O)c2cc(-c3ccccc3OC)nc3ccccc23)cc1COC(C)=O
→ -10%, 1%, 0%, -10%, -1.3, -1, 2, -1%, 46%[activator][57.4 µM]
> CCC(O)CNc1nc(SC)nc2sc3c(c12)CCN(C)C3 (stereo not given)
→ 1%, -3%, 0%, 12%, 0.6, -4, -10, -3%, 24%
> CCOc1ccccc1NC(=O)Nc1cccc(S(N)(=O)=O)c1
→ 1%, 0%, -7%, -24%, -1.5, -4, 0, -1%, ?
> CCCCN(CCCC)CC(O)Cn1cc(/C=C/C(=O)c2ccccc2)c2ccccc21 (stereo not given)
→ -21%, ?, 6%, 3%, 2.0, 1, nt, -10%, 45µM*
> O=C(c1ccc2c(c1)N(Cc1ccc(Cl)cc1)C(=O)c1ccccc1S2(=O)=O)N1CCc2ccccc21
→ -4%, -1%, -1%, -18%, -0.4, 0, nt, -1%, -6%
> Cc1ccc(C(=O)NCC(=O)N2CCCN(C)CC2)cc1C
→ 0%, -19%, 14%[15.4 µM], -20%, nt, -7, nt, -2%, 425%[activator]
> C=CCn1c(CSCc2ccc(Cl)cc2Cl)nnc1SCC(=O)Nc1ccc(C(=O)O)cc1
→ -2%, 2%, -7%, -6%, 0.1, -9, -12, -6%, 0%
> CCN(c1ccc(Cl)cc1)S(=O)(=O)c1nnc(NC(=O)c2ccco2)s1
→ 0%, 1%, 3%, 21%, 1.4, -2, nt, -3%, -24%
> COc1ccc(Br)cc1CN(C)CC(=O)Nc1cccc(S(N)(=O)=O)c1
→ -5%, -5%, -6%, -15%, -0.3, -5, 6, -5%, 0%
> CCOc1ccc(NC(=O)NCCCn2c(C)nc3cc(C)c(C)cc32)cc1
→ 2%, -7%, -4%, 5%, -2.5, -13, -18, -2%, 0%
> COC(=O)c1ccc(CSc2nnc(NC(C)C)s2)cc1
→ -12%, -8%, 3%, 8%, 0.7, -3, -6, 6%, 6%
> Cc1ccc2[nH]c(=O)c(CN(CCCN(C)C)C(=O)Nc3ccc(F)cc3)cc2c1
→ 0%, -8%, -2%, 17%, -0.7, -6, 8, 1%, 0%
> O=C(CCn1c(=O)c2sccc2n(Cc2ccc(F)cc2Cl)c1=O)NCc1ccc2c(c1)OCO2
→ -7%, -8%, 5%, -5%, nt, -9, nt, 0%, 0%
> CC1(C)CC(NS(=O)(=O)c2ccc(F)cc2)CC(C)(C)N1
→ 5%, 9%, -5%, 5%, 0.0, -6, 2, -4%, 58%[activator]
> Cc1cccc(N2C(=O)C(Cl)=C(Nc3c(C)n(C)n(-c4ccccc4)c3=O)C2=O)c1C
→ 0%, -3%, nt, -8%, 0.7, -7, 4, -3%, ?
> CC(=O)C[C@H]1c2cc(F)ccc2S(=O)(=O)N1c1ccc(N(C)C)cc1
→ 5%&-3%, 6%, -7%, -12%, nt, 5, nt, 0%&1%, -25%
> COc1ccc(C2(CNC(C)=O)CCOCC2)cc1OC
→ 0%, -1%, 3%, 11%, 0.2, -7, -4, 1%, 12%
> Cc1ccc(-c2cc(C(=O)Nc3sc4c(c3C(=O)NCc3ccco3)CCC4)[nH]n2)c(O)c1
→ 0%, -2%, -13%, 15%, -0.3, -9, -28, -11%, -5%
> Cc1nnnn1/C(=C\c1ccccc1)C(=O)OCC(=O)NC(C)(C)C
→ -21%, -12%, nt, -42%, 2.8, -6, -3, -12%, -6%
> CCOc1ccc(CCNC(=O)CN2C(=O)COc3ccc(S(=O)(=O)N4CCCC4)cc32)cc1
→ 2%, 0%, -4%, -12%, -0.5, 1, nt, -2%, 0%
> COc1cc2c(=O)c(C(=O)c3ccc(C)c(C)c3)cn(Cc3ccccc3F)c2cc1OC
→ 1%, -1%, 1%, -17%, 0.6, -8, nt, -3%, 1%
> C=CCc1c(C)nc(SC)nc1Nc1ccc(C)cc1
→ 0%, -6%, 2%, 9%, 0.2, 0, -18, 0%, -24%
> CCCCn1c(N)c(N(CCOC)C(=O)c2cnc(C)cn2)c(=O)[nH]c1=O
→ 4%, -13%, 2%, 18%, 0.2, -3, 17, -2%, -25%
> COc1ccc2nc3ccccc3nc2c1
→ 3%, 5%, 3%, 0%, 1.5, 8, -8, -2%, 3%
> COc1cc(/C=N/n2cnnc2)ccc1OCCSc1ccc(C)cc1
→ -3%, nt, 4%, -50%, 0.1, -5, -5, -2%, 40%[activator]
> COc1ccc2c(C)cc(SCC(=O)NCCN3C(=O)CSC3=O)nc2c1
→ -5%, 6%, 1%, -23%, -0.3, 1, -8, -2%, -14%
> O=C(c1ccc(COc2ccc(Cl)cc2)o1)N1N=C(C(F)F)CC1(O)C(F)F (stereo not given)
→ -5%, 3%, -13%, 1%, -0.1, -7, 3, -5%, -28%
> COc1cccc(-n2nc(C(=O)N3CCN(Cc4ccccc4)CC3)c3ccccc3c2=O)c1
→ 0%, 3%, -9%, 11%[11.4 µM], 0.5, -4, 14, -1%, -6%
> CC(C)c1cnc2c(c1SCC(=O)NCc1ccccc1Cl)c(=O)n(C)c(=O)n2C
→ 1%, 1%, -1%, -6%, 0.1, ?, nt, -3%, 21%&-6%

Overlap with the part before: 4 entries, then new ones.
Sequence of screens: Vif-A3G inh, Vif-APOBEC3F blk, ERG Ets-DNA blk, RGS4 inhibitor, D2 agonist, LDHA block, D2 antag, GRP78 ERSR act, 12-LOX inh
> COc1ccc2c(C)cc(SCC(=O)NCCN3C(=O)CSC3=O)nc2c1
→ -5%, 6%, 1%, -23%, -0.3, 1, -8, -2%, -14%
> O=C(c1ccc(COc2ccc(Cl)cc2)o1)N1N=C(C(F)F)CC1(O)C(F)F (stereo not given)
→ -5%, 3%, -13%, 1%, -0.1, -7, 3, -5%, -28%
> COc1cccc(-n2nc(C(=O)N3CCN(Cc4ccccc4)CC3)c3ccccc3c2=O)c1
→ 0%, 3%, -9%, 11%[11.4 µM], 0.5, -4, 14, -1%, -6%
> CC(C)c1cnc2c(c1SCC(=O)NCc1ccccc1Cl)c(=O)n(C)c(=O)n2C
→ 1%, 1%, -1%, -6%, 0.1, ?, nt, -3%, 21%&-6%
> Oc1c(N=Nc2ccc(F)cc2)ccc2ccccc12
→ -22%, -21%, 11%, -69%[56.9 µM], 2.3, 30, 10, 6%, 0%
> COc1ccc(C2CC(c3ccc(F)cc3)n3nc(NC(=O)c4ccco4)nc3N2)cc1 (stereo not given)
→ -8%, 2%, -6%, 5%, 2.5, -4, 0, -2%, i
> CCn1cc(C(=O)O)c(=O)c2cc(F)c(N/N=C/c3ccccc3)cc21
→ 0%, 2%, -1%, 21%, -0.3, 2, -13, -1%, 7%
> Cc1ccc(CNC(=O)c2nc3nc(C)cc(C)n3n2)cc1
→ 0%, 2%, -7%, -17%, 0.0, -3, -13, -7%, 8%
> CC(NS(=O)(=O)c1ccc(NC(=O)N2CCCCC2)cc1)c1ccccc1 (stereo not given)
→ -1%, 3%, 3%, 3%, 0.3, -12, -4, -6%, -9%
> COc1ccc2nc3oc(C(=O)NCCCOC(C)C)cc3cc2c1
→ -7%, -8%, 5%, -22%, 1.5, -3, -6, 1%, 0%
> COc1cc(C(=O)NCC(c2cccs2)S(=O)(=O)c2cccs2)cc(OC)c1OC (stereo not given)
→ -1%, -2%, -3%, -45%, 0.1, 0, nt, -1%, 0%
> CCN(CC)C(=O)[C@H]1C[C@H](CC(=O)NCCC2=CCCCC2)C(=O)N2CCc3c([nH]c4cc(CCC(=O)N(C)C)ccc34)[C@]12C
→ -4%, 4%, 14%, 22%, nt, -2, nt, 0%, -3%
> O=C(c1cccc(S(=O)(=O)N2CCc3ccccc32)c1)N1CCN(c2ccccn2)CC1
→ 0%, -20%, -22%, -19%, nt, -7, nt, -2%, -24%
> CCc1c(C(=O)NCc2cnn(C)c2)csc1C
→ 2%, 17%, -7%, 4%, -0.3, 1, -17, 0%, 11%
> COc1ccccc1CNCC(=O)Nc1ccc(N(C)C)cc1
→ 0%, 9%, 4%, ?, -0.6, -10, -18, 1%, 0%
> Cc1oc2cc(O)ccc2c(=O)c1Oc1ccc(F)cc1
→ -7%, 3%, -9%, 19%, -0.3, -6, 4, -2%, 35%
> Cc1sc2nc(CN3CCCCC3)nc(Nc3ccc4c(c3)OCCO4)c2c1C
→ -2%, 4%, -5%, -5%, -0.1, -14, -6, -5%, 3%
> Cc1ccc(NC(=O)c2nc[nH]c2C(=O)N2CCN(C(=O)OC(C)(C)C)CC2)cc1
→ 1%, -1%, -10%, 13%, -1.2, -6, 15, -2%, 15%

Entries shown so far that have a COOH group:
Sequence of screens: Vif-A3G inh, Vif-APOBEC3F blk, ERG Ets-DNA blk, RGS4 inhibitor, D2 agonist, LDHA block, D2 antag, GRP78 ERSR act, 12-LOX inh
> C=CCn1c(CSCc2ccc(Cl)cc2Cl)nnc1SCC(=O)Nc1ccc(C(=O)O)cc1
→ -2%, 2%, -7%, -6%, 0.1, -9, -12, -6%, 0%
> CCn1cc(C(=O)O)c(=O)c2cc(F)c(N/N=C/c3ccccc3)cc21
→ 0%, 2%, -1%, 21%, -0.3, 2, -13, -1%, 7%

These rows are one share of the data (hit frequency here may not be typical).
